PDI inh = PDI (human) enzyme inhibition; P07237; PDI insulin aggregation turbidity, A650, 90 min; inhibition, % at 10 µM; 0.052% of 350,000 active; AID 588391;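 active = mean inhibition across replicates of 30% or more, whatever share of single replicates reach that level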;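 note: absorbance from insulin aggregation driven by PDI reduction with DTT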
NR2E3 ag-1 = agonists of human NR2E3 nuclear receptor; Q9Y5X4; CHO-S Gal4-NCOR/VP16-NR2E3 two-hybrid, luciferase; inhibition of corepressor binding, % at 3.98 µM; 0.35% of 360,000 active; AID 602229;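 active = inhibition above the mean of all tested compounds plus 3 SD, cut at about 70% in these data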;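 note: 0% = DMSO with NR2E3 transfected cells and 100% = cells lacking NR2E3 construct; higher means lower luciferase signal from less NR2E3 corepressor binding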
Target sequence (Q9Y5X4 whole entry, looked up, the tested form may be a part): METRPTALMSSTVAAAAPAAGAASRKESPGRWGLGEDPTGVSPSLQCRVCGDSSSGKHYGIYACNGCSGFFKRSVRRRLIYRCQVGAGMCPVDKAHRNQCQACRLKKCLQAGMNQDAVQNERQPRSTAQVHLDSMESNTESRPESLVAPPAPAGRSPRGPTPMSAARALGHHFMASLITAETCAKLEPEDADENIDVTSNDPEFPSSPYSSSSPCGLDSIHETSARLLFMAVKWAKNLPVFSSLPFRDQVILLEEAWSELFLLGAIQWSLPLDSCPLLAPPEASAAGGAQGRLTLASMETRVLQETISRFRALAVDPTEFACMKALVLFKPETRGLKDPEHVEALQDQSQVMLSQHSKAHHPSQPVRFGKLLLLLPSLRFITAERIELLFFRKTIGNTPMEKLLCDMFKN
Cardio protect = myocardial damage modulation in H9c2 cells; protection from H2O2 cell death, % at 20 µM; H9c2 cardiomyocytes, H2O2 injury protection, ATPLite, 2 h; 0.63% of 360,000 active;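 active = compounds giving at least 50% protection of heart cells from peroxide-induced death in the single-dose screen, raw or plate-pattern-corrected value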;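 note: 0% = DMSO wells with peroxide and 100% = DMSO wells without peroxide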
TRPM1 prom inh = MITF TRPM1 promoter inhibition in SK-MEL-5 cells. SK-MEL-5 TRPM1 promoter luciferase, 24 h. inhibition, % at 12.5 µM. 0.83% of 330,000 active. AID 488899;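 active = mean inhibition across replicates of 60% or more, whatever share of single replicates reaches that level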; note: values of inactives mirror those of a sister screen read the other way
HIF-2a block = HIF-2a inhibition | 786-0 RCC cells HIF-2a reporter, luciferase luminescence, overnight | inhibition, % at 18.8 µM | 0.72% of 360,000 active;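 active = inhibition of the luminescence signal of 40% or more relative to plate controls, in a single-dose primary screen at 18.75 µM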
m5-HT2A agonist = activates the mouse 5-HT2A serotonin receptor | CHO-K1 mHTR2A beta-arrestin complementation, luminescence; percent of 30 µM serotonin response | activation, % at 7.6 µM | 0.66% of 360,000 active;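 active = activation above a run cutoff, the mean activation of all tested compounds plus 3 SD, cut at about 14% in these data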;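 note: 0% = plate median of compound wells and 100% = 30 µM serotonin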
Target sequence (P35363 whole entry, looked up): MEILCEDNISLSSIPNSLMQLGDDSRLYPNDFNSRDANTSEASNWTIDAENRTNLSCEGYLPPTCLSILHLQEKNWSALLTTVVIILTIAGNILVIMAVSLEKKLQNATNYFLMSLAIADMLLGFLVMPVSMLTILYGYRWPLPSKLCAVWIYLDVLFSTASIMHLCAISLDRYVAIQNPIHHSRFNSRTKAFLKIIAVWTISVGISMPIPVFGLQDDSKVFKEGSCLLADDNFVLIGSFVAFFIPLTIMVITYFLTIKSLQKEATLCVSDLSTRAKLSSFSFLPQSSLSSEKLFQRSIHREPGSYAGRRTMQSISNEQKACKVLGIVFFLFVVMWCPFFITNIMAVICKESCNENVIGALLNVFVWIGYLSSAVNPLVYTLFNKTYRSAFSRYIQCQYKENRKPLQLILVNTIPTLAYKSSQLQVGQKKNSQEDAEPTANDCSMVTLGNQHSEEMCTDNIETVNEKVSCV
iPSC survival up = enhancers of human iPSC single-cell survival. hiPSC single-cell survival, ATPlite luminescence; 100% = ROCK inhibitor wells, 0% = DMSO. 0.044% of 360,000 active. survival enhancement, % at 20 µM. AID 602274; in the data active = survival enhancement above about 18%;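 note: cells exposed to compounds for 16 hours before the ATP read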
Peg3 prom inh = Peg3 promoter activity inhibition; HeLa PEG-Prom luciferase reporter, luminescence, overnight; inhibition, % at 20 µM; 1.7% of 360,000 active;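 active = inhibition of at least 50% at 20 µM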
NR2E3 ag-2 = agonists of human nuclear receptor NR2E3. GST-NR2E3/biotin-RetCOR TR-FRET, 1536-well. inhibition of corepressor binding, % at 4.78 µM. 0.12% of 320,000 active. AID 2300;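 active = percent inhibition above the cutoff of mean plus 3 SD of all tested compounds, set per screening campaign, cut at about 20% in these data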;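 note: 0% = DMSO wells and 100% = biotin wells as full block of FRET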
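System: GST-tagged NR2E3 plus biotinylated RetCOR corepressor; Buffer or medium: pH 7.5 Tris-based buffer; Probe or stimulus: RetCOR corepressor, biotinylated, 7 nM; Doses: compound at 4.8 µM, single dose; Schedule: 5 h incubation at 4 °C; Technique: time-resolved FRET; Evaluation: percent inhibition of TR-FRET ratio; Replication: one well per compound, singlicate testing.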
CaV13 ICDI inh = Primary screen for inhibitors of IQ motif and Ca2+-dependent inactivation inhibitor domain binding in CACNA1D, Förster resonance energy transfer in living cells, …. HEK cells, CFP/YFP FRET ICDI-IQ, plate reader, 10 min; percent FRET-ratio fall versus neutral wells. inhibition, % at 12.3 µM. 0.098% of 340,000 active;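 active = mean replicate inhibition of at least 30% and at least 1% of replicates passing that level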;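 note: 0% = median of the neutral control wells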
Shn3 3UTR inh = Schnurri-3 reporter inhibition in Clone20 osteoblasts; Clone20 osteoblast Shn3 3'UTR firefly luciferase, 24 h; inhibition, % at 12.5 µM; 0.52% of 360,000 active; AID 588674;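 active = mean inhibition of at least 75% with every replicate also reaching 75%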;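 note: 0% = median of neutral control wells and 100% = pilot-screen positive control compound; some compounds past the cut are filed as inactive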
An asterisk follows results filed as active; nt = no result given.

SMILES | PDI inh | NR2E3 ag-1 | Cardio protect | TRPM1 prom inh | HIF-2a block | m5-HT2A agonist | iPSC survival up | Peg3 prom inh | NR2E3 ag-2 | CaV13 ICDI inh | Shn3 3UTR inh
C[C@H](CO)N1C[C@H](C)[C@@H](CN(C)S(=O)(=O)c2ccc(F)cc2)Oc2c(NC(=O)CCC(F)(F)F)cccc2C1=O | -3 | -8 | 8 | 6 | 3 | -2 | -3.0 | -4 | nt | -11 | -2
Cc1cccc(OCC(=O)Nc2ccccc2N2CCCC2)c1C | 2 | 1 | -7 | 5 | -33 | 9 | -0.5 | -11 | 1 | nt | 1
CC(C)CNC(=O)Cn1nc(C(F)(F)F)c2c1CCCC2 | 1 | -11 | 18 | -15 | 1 | 1 | -1.1 | -7 | 1 | -4 | 9
S=c1[nH]nc(Cc2n[nH]c(=S)n2-c2ccccc2)n1-c1ccccc1 | 11 | -27 | 5 | 4 | 9 | -2 | -0.5 | 4 | 2 | -3 | 1
COc1ccc(N2CCN(C(CNC(=O)C3CCCCC3)c3ccco3)CC2)cc1 (stereo not drawn) | 4 | -24 | 2 | 3 | 7 | -9 | -0.5 | -5 | 3 | -1 | -9
Cc1ccc(CNC(=O)CCSCc2ccc(C)cc2)cc1 | 5 | -11 | -4 | -14 | 13 | -2 | -0.4 | 13 | 4 | -4 | 3
CC1=CC(C)(C)Nc2cc(C)c(C)cc21 | 7 | 1 | 1 | 2 | 6 | 9 | 2.1 | 7 | -1 | -2 | 9
CC(OC(=O)c1cccnc1Cl)C(=O)Nc1ccc2c(c1)OCO2 (stereo not drawn) | -5 | -11 | -10 | 8 | -7 | -4 | -0.3 | -1 | nt | -1 | 55
COc1cccc(NC(=O)CNC(=O)c2ccc(C)cc2)c1 | -5 | -9 | -2 | -18 | 15 | 1 | -2.2 | 23 | 2 | -4 | -1
O=[N+]([O-])c1ccc(/C=N/N2CCN(Cc3ccccc3)CC2)cc1 | 4 | -28 | -5 | -37 | -102 | -3 | -0.4 | -41 | 4 | -19 | 7
COCc1cc(C)nc(SCC(=O)Oc2ccc(Cl)cc2)c1C#N | 6 | -9 | -5 | -9 | -16 | 0 | -0.4 | -22 | 4 | 47* | -4
CCOC(=O)c1sc(NC(=O)COC(=O)Cn2cnc3ccccc32)c(C(=O)OCC)c1C | 1 | 5 | 0 | -4 | 5 | 1 | -1.4 | 2 | 2 | -5 | -13
Cc1cccc(N2CCN(C(=O)CCNS(=O)(=O)c3ccc4c(c3)CCC(=O)N4)CC2)c1C | -7 | -18 | -11 | -3 | 16 | 5 | -0.6 | -5 | -2 | -4 | -8
O=C(CCCN1C(=O)c2cccnc2C1=O)Nc1ccccc1F | -2 | -32 | 3 | 4 | 11 | 3 | -0.8 | 4 | 4 | -7 | -10
CC1(C(=O)Nc2ccccc2Br)CCN1C(=O)Cc1ccc(Cl)cc1Cl (stereo not drawn) | 16 | -6 | 0 | nt | 5 | -1 | 1.7 | 11 | nt | -4 | -4
O=C(OCn1ncc(Cl)c(Cl)c1=O)c1ccccc1Cl | -7 | 39 | -26 | 111* | 95* | 13 | 18 | 102* | 10 | -4 | 99*
O=C(O)c1ccc(N/N=C/c2ccc3c(c2)OCO3)cc1 | -3 | -38 | -7 | 83* | 86* | -3 | 0.1 | 94* | -4 | 4 | 60
O=C(/C=C/c1ccc(S(=O)(=O)NCc2ccco2)cc1)N1CCN(c2ccccc2)CC1 | 12 | 9 | 2 | 0 | 12 | -3 | -0.4 | 13 | 2 | -7 | 35
O=C(NC(NC(=S)Nc1ccccc1)C(Cl)(Cl)Cl)c1cccc(Cl)c1 (stereo not drawn) | -6 | 22 | -20 | 7 | 47* | -1 | -2.1 | 15 | 2 | -5 | 51
Cc1cc(OCc2cc(C(=O)NC(C)c3c(C)nn(C)c3C)no2)cc(C)c1Cl (stereo not drawn) | 6 | -118 | -4 | -40 | -274 | -3 | 0.0 | -346 | 4 | -1 | -51
C=CCOc1cccc(C2C(C(=O)c3ccc(C)o3)=C(O)C(=O)N2CCN(C)C)c1 (stereo not drawn) | 4 | -9 | -1 | 3 | 13 | 7 | 9.6 | 10 | 2 | -1 | -6
CCCC(=O)Nc1nn(CCC)c2nc3ccccc3cc12 | -1 | -11 | 12 | 0 | -11 | -1 | 0.7 | 6 | 2 | -6 | 12
Oc1ccc(Cl)cc1CNCC1CCCCC1 | -2 | -26 | -10 | -27 | -133 | -7 | -2.1 | -113 | -2 | -11 | 10
Cc1ccc(NC(=O)Cn2cnc3cc([N+](=O)[O-])ccc3c2=O)c(Cl)c1 | 1 | -6 | -7 | 17 | 13 | 5 | -0.4 | 19 | -1 | -2 | -9
Cc1nc(SCC(=O)Nc2ccc(F)cc2)c2oc3ccccc3c2n1 | 0 | -1 | -4 | -5 | 21 | 2 | 2.3 | 21 | -1 | -6 | 12
O=C(Nc1ccc(S(=O)(=O)N2CCCC2)cc1)N1c2ccccc2Sc2ccccc21 | 4 | -34 | -1 | 1 | 23 | -5 | -2.0 | 32 | -4 | -8 | 25
CCCCN(C(=O)c1ccc2c(c1)OCO2)c1c(N)n(CC(C)C)c(=O)[nH]c1=O | 2 | -20 | 1 | -2 | 11 | 1 | -0.5 | 11 | 2 | -6 | -26
Cc1nc2ccccc2n1CC(=O)N1CC(=O)Nc2ccccc21 | 3 | -5 | 4 | 15 | 4 | 2 | -0.9 | -71 | 2 | nt | 13
COc1ccc(NC(=O)c2cccc(NC(=O)C3C4CC5OC(=O)C3C5C4)c2)c(OC)c1 (stereo not drawn) | 11 | -2 | 9 | 0 | -2 | -2 | 6.3 | 2 | 1 | -5 | -8
CCCCC(=O)Nc1nc(C)c(-c2csc(Nc3cc(Cl)ccc3OC)n2)s1 | -3 | 5 | -5 | 0 | 12 | 14 | 4.5 | 7 | -3 | -4 | 8

Sorted by formula weight (lowest first): 8 of the compounds above
SMILES | PDI inh | NR2E3 ag-1 | Cardio protect | TRPM1 prom inh | HIF-2a block | m5-HT2A agonist | iPSC survival up | Peg3 prom inh | NR2E3 ag-2 | CaV13 ICDI inh | Shn3 3UTR inh
Oc1ccc(Cl)cc1CNCC1CCCCC1 | -2 | -26 | -10 | -27 | -133 | -7 | -2.1 | -113 | -2 | -11 | 10
O=C(O)c1ccc(N/N=C/c2ccc3c(c2)OCO3)cc1 | -3 | -38 | -7 | 83* | 86* | -3 | 0.1 | 94* | -4 | 4 | 60
CCCC(=O)Nc1nn(CCC)c2nc3ccccc3cc12 | -1 | -11 | 12 | 0 | -11 | -1 | 0.7 | 6 | 2 | -6 | 12
Cc1nc2ccccc2n1CC(=O)N1CC(=O)Nc2ccccc21 | 3 | -5 | 4 | 15 | 4 | 2 | -0.9 | -71 | 2 | nt | 13
Cc1nc(SCC(=O)Nc2ccc(F)cc2)c2oc3ccccc3c2n1 | 0 | -1 | -4 | -5 | 21 | 2 | 2.3 | 21 | -1 | -6 | 12
CCCCN(C(=O)c1ccc2c(c1)OCO2)c1c(N)n(CC(C)C)c(=O)[nH]c1=O | 2 | -20 | 1 | -2 | 11 | 1 | -0.5 | 11 | 2 | -6 | -26
O=C(NC(NC(=S)Nc1ccccc1)C(Cl)(Cl)Cl)c1cccc(Cl)c1 (stereo not drawn) | -6 | 22 | -20 | 7 | 47* | -1 | -2.1 | 15 | 2 | -5 | 51
O=C(Nc1ccc(S(=O)(=O)N2CCCC2)cc1)N1c2ccccc2Sc2ccccc21 | 4 | -34 | -1 | 1 | 23 | -5 | -2.0 | 32 | -4 | -8 | 25

Going on with the list.
SMILES | PDI inh | NR2E3 ag-1 | Cardio protect | TRPM1 prom inh | HIF-2a block | m5-HT2A agonist | iPSC survival up | Peg3 prom inh | NR2E3 ag-2 | CaV13 ICDI inh | Shn3 3UTR inh
COc1ccccc1N1CCN(CC(=O)Nc2ccccc2C(=O)NCCc2ccccc2)CC1 | 7 | -46 | 16 | -8 | -90 | -5 | -0.1 | 13 | 2 | -4 | -17
CCC(=O)N(CCC(c1ccco1)c1ccccc1OC)Cc1cccs1 (stereo not drawn) | 7 | -5 | 5 | 9 | 9 | -7 | -1.2 | 39 | 0 | -4 | 9
CN1CCN(c2nc3c(c(=O)[nH]c(=O)n3C)n2CCSc2nnnn2-c2ccccc2)CC1 | 5 | 4 | 10 | 9 | 8 | 0 | -0.1 | -16 | -3 | -5 | -1
Cc1ccc(NC(=O)Cc2ccc(Cl)cc2)nc1 | 6 | -18 | -4 | -20 | -45 | -2 | 0.1 | -18 | 2 | -4 | 3
Cc1cc(C)c2c(CN3CCN(C/C=C/c4ccccc4)CC3)cc(=O)oc2c1 | 5 | -13 | -4 | 3 | 6 | -8 | 0.3 | -3 | 0 | -8 | 20
c1cnc(N2CCN(c3ccc4ccccc4n3)CC2)nc1 | 2 | -142 | -10 | -27 | -184 | -1 | 0.0 | -227 | 4 | -7 | -23
Cc1cccc(-c2noc(CN(C(=O)c3c(-c4ccccc4Cl)noc3C)C(C)C)n2)c1 | 9 | 2 | 6 | 5 | 3 | -4 | 2.7 | 41 | 0 | 12 | 49
O=C(CN1CCCCCCC1)Nc1cc(Cl)cc(Cl)c1 | 1 | -3 | -4 | 6 | 11 | -2 | -2.0 | 24 | -5 | -6 | 6
COc1ccc(C(=O)N(C)Cc2ccccc2F)cc1S(=O)(=O)N1CCCC1 | -12 | -1 | 5 | 7 | 6 | -2 | -0.3 | 9 | 5 | -3 | -18
O=C(NCc1ccncc1)[C@@H]1CCCN1C(=O)[C@H]1CCCN1C(=O)c1ccccc1 | nt | -13 | nt | nt | 7 | 3 | -0.2 | nt | nt | -6 | nt
Cc1[nH]nc2c1C(c1ccccn1)N(c1ccc(Br)cc1)C2=O (stereo not drawn) | -5 | -23 | 3 | -3 | 0 | 2 | 4.1 | 7 | 0 | -4 | -18
Cc1cccc(NC(=O)COC(=O)CCc2c[nH]c3ccccc23)c1C | 10 | 7 | 0 | 4 | 12 | -2 | 1.4 | 10 | 2 | -5 | 2
CCOC(=O)N1CCC(N2CCCC(CO)(Cc3ccccc3C)C2)CC1 (stereo not drawn) | 2 | 4 | -1 | 13 | 8 | -4 | -1.4 | -5 | -2 | -5 | 23
C=C1c2ccccc2O[C@H](C(=O)OCC)[C@@H]1C1CCCCC1 | 1 | -20 | -2 | -2 | 8 | 5 | -1.1 | 1 | nt | -6 | -2
COc1ccc(CSc2ccc(S(=O)(=O)N3CCCCC3)cn2)cc1F | 1 | -23 | -2 | 6 | 15 | -5 | -0.5 | 0 | 3 | -13 | 37
